ERa coact inh: ER-alpha (human) coactivator binding inhibition | inhibition, % at 25.6 µM | AID 629 | P03372 | TR-FRET ER-alpha LBD / SRC-1 peptide, estradiol-bound | 86,000 tested, 1.7% active; in the data active means inhibition above about 50%;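 further: 0% = receptor plus peptide control and 100% = peptide only without receptor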
ERa SRC1 pot: ER-alpha (human) coactivator binding potentiation. P03372. TR-FRET ERalpha-LBD/SRC-Cy5 coactivator binding, 2 h; 100 = basal binding, no effect. coactivator binding (% of control), % at 25.6 µM. 86,000 tested, 1.3% active. AID 639; in the data active means activity above about 200%;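 further: binding measured in presence of low estradiol as agonist stimulus; 0% = peptide alone without receptor and 100% = receptor with peptide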
ERb SRC1 inh: blocks coactivator binding to human estrogen receptor beta; Q92731; TR-FRET ER-beta LBD / SRC1-Cy5 peptide binding; receptor agonist-loaded with 1 µM estradiol; inhibition, % at 25.6 µM; 86,000 tested, 1.3% active; AID 633;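 active means compounds whose percent inhibition of the receptor-coactivator binding signal exceeds about 50% in the single-dose screen, limit read from the data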;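 further: 0% = receptor plus peptide wells without compound and 100% = peptide-only wells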
Target sequence (Q92731 whole entry, looked up, the tested form may be a part): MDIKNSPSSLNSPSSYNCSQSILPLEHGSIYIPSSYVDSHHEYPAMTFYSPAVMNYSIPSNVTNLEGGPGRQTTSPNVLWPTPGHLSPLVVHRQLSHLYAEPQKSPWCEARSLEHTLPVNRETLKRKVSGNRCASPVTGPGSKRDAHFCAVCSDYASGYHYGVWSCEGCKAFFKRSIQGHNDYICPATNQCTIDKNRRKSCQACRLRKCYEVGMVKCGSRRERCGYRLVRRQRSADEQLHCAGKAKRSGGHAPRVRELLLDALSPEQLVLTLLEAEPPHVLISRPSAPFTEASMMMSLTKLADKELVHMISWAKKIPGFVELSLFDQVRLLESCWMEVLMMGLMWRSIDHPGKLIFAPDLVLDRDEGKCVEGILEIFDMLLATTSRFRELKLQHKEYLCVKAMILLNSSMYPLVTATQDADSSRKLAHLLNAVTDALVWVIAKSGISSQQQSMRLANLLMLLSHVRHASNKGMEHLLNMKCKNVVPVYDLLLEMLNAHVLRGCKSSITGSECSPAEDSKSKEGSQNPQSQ
FAK inh: inhibitors of human focal adhesion kinase; Q05397; biochemical FAK kinase activity assay; inhibition, %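 (tested at 7 µM)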; 97,000 tested, 0.84% active; in the data active means inhibition above about 19%;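 further: 0% = DMSO and 100% = reference compound high control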
Ecoli WT expand: growth inhibitors of E. coli BW25113 wild type; OD600 absorbance; growth inhibition, % at 100 µM; 98,000 tested, 0.15% active;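 active means growth inhibition above about 50% at one test dose, limit read from the data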;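 further: growth measured after 20 h incubation at 37 °C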
CD11b adhes inh: blocks human CD11b/CD18 adhesion to fibrinogen; P05107+P11215; K562 CD11b/CD18 adhesion to fibrinogen, ATPlite luminescence; Mn2+ added to activate the integrin; inhibition, % at 10 µM; 93,000 tested, 0.54% active;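 active means primary inhibition of 50% or more at 10 µM, then 40% or more on retest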; further: some results filed as inactive read as strong as hits
Mac1 fbg enh: enhancers of human CD11b/CD18 binding to fibrinogen; P05107+P11215; K562 CD11b/CD18 adhesion to fibrinogen, ATPlite luminescence; activation, % at 10 µM; 93,000 tested, 0.07% active; AID 1499;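 active means 10 µM primary screen giving 50% or more activity, confirmed by 40% or more on retest at that dose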; further: strong numbers were not always called active; reference of the scale not given here
PLAP activator: activates human placental alkaline phosphatase | P05187 | activation fold at 20 µM | 96,000 tested, 1.2% active | purified PLAP enzyme, luminescent substrate read-out; active compounds read high; in the data active means activation fold above about 2
Target sequence (P05187 whole entry, looked up): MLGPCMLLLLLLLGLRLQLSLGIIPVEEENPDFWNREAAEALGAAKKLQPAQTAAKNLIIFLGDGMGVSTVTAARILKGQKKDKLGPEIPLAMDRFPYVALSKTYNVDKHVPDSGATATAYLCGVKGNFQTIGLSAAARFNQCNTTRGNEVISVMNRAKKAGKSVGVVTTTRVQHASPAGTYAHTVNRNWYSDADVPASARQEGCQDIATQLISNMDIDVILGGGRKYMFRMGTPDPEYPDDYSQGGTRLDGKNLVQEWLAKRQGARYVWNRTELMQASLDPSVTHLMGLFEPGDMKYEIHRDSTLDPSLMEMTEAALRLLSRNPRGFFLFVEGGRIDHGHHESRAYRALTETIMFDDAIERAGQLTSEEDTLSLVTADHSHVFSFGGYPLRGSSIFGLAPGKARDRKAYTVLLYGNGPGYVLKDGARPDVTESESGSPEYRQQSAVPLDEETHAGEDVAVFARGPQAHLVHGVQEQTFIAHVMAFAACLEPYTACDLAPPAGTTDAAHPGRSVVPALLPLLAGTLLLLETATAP
MT1-MMP txn act: activates MT1-MMP transcription; HT1080 MT1-MMP promoter luciferase reporter, luminescence, overnight; active compounds read high; activation factor at 10 µM; 86,000 tested, 0.16% active; AID 750;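 active means activation factor of at least 2 for MT1-MMP transcription at 10 µM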
The depositor's hits bear a star; . = not tested or not shown; [ ] = dose if it differs, or a comment.

#	mol	ERa coact inh	ERa SRC1 pot	ERb SRC1 inh	FAK inh	Ecoli WT expand
1	CCN(CC)CC(=O)Nc1ccc(-c2nc3cc(NC(=O)CN(CC)CC)ccc3o2)cc1	11.7[fluorescence artefact?]	82.8	3.5	.	5.0
2	CCOc1cc(CN2CCN(c3cccc(C(F)(F)F)c3)CC2)ccc1O	2.9	83.7	2.6	-2.6	18.0
3	COc1ccc(C2=NO[C@@H]3C(=O)N(c4cccc(C)c4C)C(=O)[C@H]23)cc1OC	-8.9	104.8	-4.0	-0.7	3.0
4	CCC(C)NC(=O)CN(c1ccc2c(c1)OCO2)S(=O)(=O)c1c(C)n[nH]c1C (stereo unspecified)	-1.7	114.0	-3.0	-4.8	-10.0
5	COC(=O)NCC12CC3CC(C1)CC(CNC(=O)OC)(C3)C2	3.9	101.0	-4.0	.	-3.0
6	CCCCC(=O)OCC(=O)c1ccc(OCC)cc1	4.6	86.2	-4.5	2.4	.
7	COC(=O)CC1Oc2ccccc2N(Cc2ccc(C)cc2)C1=O (stereo unspecified)	4.2	110.0	6.1	.	1.0
8	O=C(CCC(=O)N(CC(=O)NC1CCCCC1)Cc1ccco1)Nc1nccs1	-3.7	111.5[fluorescence artefact?]	8.3	1.6	-5.0
9	CC1=C(C#N)C(c2cccnc2)C2=C(CCCC2=O)N1 (stereo unspecified)	3.1	115.8	-4.9	1.1	.
10	COc1ccc(C(C(=O)NC2CCCC2)N(C(=O)c2ccoc2C)c2cc(C)cc(C)c2)cc1 (stereo unspecified)	.	.	.	10.0	0.0
11	CSc1ccc(S(=O)(=O)NCCSC(C)(C)C)cc1	6.7[fluorescence artefact?]	95.7	-0.9[fluorescence artefact?]	-0.4	7.0
12	COc1ccc(NC(=O)CN2C(=O)c3cccc4cccc2c34)cc1OC	14.3	108.4	0.2	1.1	-12.0
13	O=C(NCc1ccco1)c1cc(-c2cccnc2)nc2ccc(Cl)cc12	10.8	128.2	27.4	2.0	-4.0
14	COC(=O)CCS(=O)(=O)c1cc(Cl)ccc1Cl	2.3[fluorescence artefact?]	124.3	-2.4	0.3	9.0
15	Cc1ccc(C(=O)Nc2ncc(C)s2)o1	-5.5	117.7	-8.7	4.8	36.0

#	CD11b adhes inh	Mac1 fbg enh	PLAP activator	MT1-MMP txn act
1	-6.7	1.4	1.6	1.3
2	12.7	-4.7	1.2	1.1
3	-17.4	3.6	0.8	0.9
4	-15.0	4.6	2.2*	1.1
5	9.2	-1.4	1.1	0.9
6	.	.	.	.
7	3.3	5.5	1	0.9
8	-7.0	-2.1	1.1	1.1
9	.	.	.	1.1
10	12.4	-1.6	1.2	.
11	-20.2	-1.0	0.6	1
12	1.3	0.2	1	1.1
13	-5.7	2.4	1.3	1
14	-1.1	-1.6	1	1.1
15	4.0	12.8	0.8	1.4

More structures:
#	mol	ERa coact inh	ERa SRC1 pot	ERb SRC1 inh	FAK inh	Ecoli WT expand
16	CCOC(=O)c1c(C)nc2sc3c(=O)n(-c4ccc(C)cc4)cnc3c2c1-c1ccc(OC)cc1	.	.	.	4.5	-7.0
17	Cc1oc(-c2ccccc2F)nc1CS(=O)CC(=O)NCc1ccc2c(c1)OCO2 (stereo unspecified)	-9.8	116.7	-14.5	0.8	1.0
18	CCCc1nnc(SCC(=O)N2CCCCC2)n1CCCOC	-3.5	104.5	-4.1	-1.4	4.0
19	O=[N+]([O-])c1cc(Cl)ccc1NCCNc1ncc(C(F)(F)F)cc1Cl	.	.	.	6.4	-3.0
20	CC(CN1CCOCC1)OC(=O)c1ccccc1Br (stereo unspecified)	4.1[fluorescence artefact?]	111.9[fluorescence artefact?]	8.6[fluorescence artefact?]	-0.4	0.0
21	Cc1ccc(C2(C)NC(=O)N(CC(=O)NC(=O)NC3CCCC3)C2=O)cc1 (stereo unspecified)	-1.5	119.3	9.9[fluorescence artefact?]	-1.2	.
22	COC(=O)c1cc(C#N)c(Oc2ccc(OC)cc2)nc1C	.	.	.	2.0	1.0
23	CN(C(=O)CCc1nc2ccccc2s1)c1ccccc1	.	.	.	-0.7	2.0
24	CCOC(=O)c1ccc2[nH]c(C)c(C)c2c1	-2.5	94.0	-3.5	0.2	.
25	Cc1ccccc1OCCN1C(=O)NC2(CCCc3ccccc32)C1=O (stereo unspecified)	1.3	80.1	5.5	0.0	-1.0
26	COc1cccc(Nc2nc(-c3sc(N)nc3C)cs2)c1	-29.6[fluorescence artefact?]	60.8[fluorescence artefact?]	-20.4	-0.5	3.0
27	COc1ccccc1NS(=O)(=O)c1ccc(Br)s1	.	.	.	-4.9	-3.0
28	COc1ccc(SCC(=O)c2cc(C)c(OC(=S)N(C)C)c(C)c2)cc1	-3.3	81.6	-2.3	1.8	-39.0
29	COc1ccc(C2=NOC(C(=O)NCc3ccc(F)cc3)C2)cc1OC (stereo unspecified)	69.8*[fluorescence artefact?]	66.9[fluorescence artefact?]	34.3[fluorescence artefact?]	2.2	8.0
30	C=CCSC1=C(C#N)C(c2ccccc2OCC)CC(=O)N1 (stereo unspecified)	1.6	116.2[fluorescence artefact?]	0.8	0.0	4.0

#	CD11b adhes inh	Mac1 fbg enh	PLAP activator	MT1-MMP txn act
16	-3.8	-0.7	1.1	.
17	3.7	0.9	1.3	1
18	0.5	-2.2	1.1	1.2
19	-5.5	2.4	0.8	.
20	-27.0	-3.8	1.1	1.1
21	7.0	-1.0	1.2	1.2
22	20.0	-3.4	1.2	.
23	-34.4	-1.0	0.9	.
24	.	.	.	1.8
25	6.8	-5.2	1.1	1
26	-17.4	85.2	0.9	1.4
27	-17.0	3.3	1	1.3
28	45.2	-2.0	1.3	1.3
29	19.8	1.6	1.4	0.6
30	-7.8	6.2	0.9	1.2

Single entries from the results shown.
In Ecoli WT expand, O=[N+]([O-])c1cc(Cl)ccc1NCCNc1ncc(C(F)(F)F)cc1Cl has the entry -3.0
In CD11b adhes inh, C=CCSC1=C(C#N)C(c2ccccc2OCC)CC(=O)N1 (stereo unspecified) has the entry -7.8

(next part)
#	mol	ERa coact inh	ERa SRC1 pot	ERb SRC1 inh	FAK inh	Ecoli WT expand
31	CC(=O)c1ccc(OC(C)C)c(CC(C(N)=O)C(N)=O)c1	.	.	.	-1.9	0.0
32	CCc1cc(C(=O)OC)c(NC(=O)CCCC(=O)O)s1	-5.5	107.4	2.6	-5.0	-4.0
33	COc1ccc(-n2c(SCC(=O)Nc3nccs3)nnc2-c2ccoc2C)cc1	.	.	.	2.8	-14.0
34	O=C(Nc1ccncc1)C1c2ccccc2Oc2ccccc21	97.9*[fluorescence artefact?]	102.0	8.6[fluorescence artefact?]	-2.4	0.0
35	CC1CCC(NC(=O)c2cnccn2)CC1 (stereo unspecified)	-0.9	84.2	-14.4[fluorescence artefact?]	0.7	10.0
36	O=c1[nH]c(CSc2ncc(-c3ccc(F)cc3)n2Cc2ccco2)nc2ccccc12	-0.6[fluorescence artefact?]	106.8	-8.4	3.2	7.0
37	CCOC(=O)/C(=N/Nc1ccc(Cl)cc1)S(=O)(=O)c1ccccc1	-1.8	99.2	10.3	-2.0	-3.0
38	Cc1ccc(-n2c(N)c(C(=O)NCc3ccco3)sc2=S)cc1	-2.0	109.6	-7.7	3.0	4.0
39	CS(=O)(=O)N(CC(=O)Nc1ccc2c(c1)OCCO2)Cc1ccc(Cl)cc1	6.3[fluorescence artefact?]	94.2[fluorescence artefact?]	13.8[fluorescence artefact?]	2.2	2.0
40	COc1ccc(NC(=O)Cc2cccs2)c(OC)c1	-12.0	95.6	10.4	.	1.0
41	O=S(=O)(c1ccc(Br)cc1)N1CCN(c2cc(-c3ccccc3)nc3ncnn23)CC1	9.2[fluorescence artefact?]	140.2[fluorescence artefact?]	14.3[fluorescence artefact?]	.	-13.0
42	NC(=O)CNC(=O)[C@@H]1CC2(CC(c3cccc(Br)c3)=NO2)CN1C(=O)c1ccc(Br)cc1 (stereo partly specified)	.	.	.	5.1	14.0
43	COc1ccc(-c2[nH]c(-c3ccc(C)cc3)nc2SCC(=O)NCc2ccco2)cc1OC	20.6[fluorescence artefact?]	83.5[fluorescence artefact?]	29.7[fluorescence artefact?]	6.3	-2.0
44	COc1ccc(C)cc1NC(=O)CSc1nnc(-c2ccco2)n1N	1.7	97.6	-1.9	-0.5	5.0
45	Cc1cc(C(F)F)n2nc(C(=O)Nc3cccc(C(F)(F)F)c3)nc2n1	-27.2	98.2	13.0	-1.4	2.0

#	CD11b adhes inh	Mac1 fbg enh	PLAP activator	MT1-MMP txn act
31	-9.0	-1.5	0.9	.
32	.	.	1.1	1.1
33	5.5	-2.7	1.2	.
34	10.1	-2.6	1.1	1
35	11.3	-1.8	0.8	.
36	-1.8	-2.9	1	1.4
37	5.6	-0.4	0.9	1
38	.	.	1	1.1
39	14.1	-2.3	1.1	1.3
40	-8.1	-4.5	0.9	1.1
41	-5.0	18.8	0.9	1.1
42	0.7	-2.5	1.6	.
43	11.4	-1.7	1.4	.
44	.	.	1.1	1.3
45	6.5	-0.3	1	1.2

Shown as a hit in ERa coact inh (from the list above):
item | structure | ERa coact inh | ERa SRC1 pot | ERb SRC1 inh | FAK inh | CD11b adhes inh | Mac1 fbg enh | PLAP activator | MT1-MMP txn act
29 | COc1ccc(C2=NOC(C(=O)NCc3ccc(F)cc3)C2)cc1OC (stereo unspecified) | 69.8*[fluorescence artefact?] | 66.9[fluorescence artefact?] | 34.3[fluorescence artefact?] | 2.2 | 19.8 | 1.6 | 1.4 | 0.6
34 | O=C(Nc1ccncc1)C1c2ccccc2Oc2ccccc21 | 97.9*[fluorescence artefact?] | 102.0 | 8.6[fluorescence artefact?] | -2.4 | 10.1 | -2.6 | 1.1 | 1

(continued)
#	mol	ERa coact inh	ERa SRC1 pot	ERb SRC1 inh	FAK inh	Ecoli WT expand
46	Cc1ccc(NC(=O)CCc2nnc(SCC(=O)Nc3ccccc3C)n2C)cc1Cl	.	.	.	-1.8	-4.0
47	CSc1nn(CCc2ccncc2)c(=S)s1	-0.4	149.8	-4.6	2.6	11.0
48	COC(=O)Cn1c(=NC(=O)C2CC2)sc2c(C)cc(C)cc21	54.8*[fluorescence artefact?]	133.7[fluorescence artefact?]	-6.3	-5.0	.
49	COC(=O)c1sccc1OC(C)C(C)=O (stereo unspecified)	.	.	.	-10.7	-5.0
50	COCCN1C(=O)C(O)=C(C(=O)c2cccs2)C1c1ccccc1 (stereo unspecified)	-3.1	92.6	-9.2	-7.8	5.0
51	Cc1ccc(-n2c(C)cc(C)c(C#N)c2=O)cc1	-6.0	110.2	-8.4	-1.4	0.0
52	Cn1nc(C(=O)NCc2ccccc2)c2ccccc2c1=O	-4.2	126.4	2.8	3.4	5.0
53	CCC(Sc1ccc(C(=O)O)cc1)C(=O)O (stereo unspecified)	9.8	87.5	5.8	2.4	-7.0
54	O=C(CCCO)c1ccc2c(c1)OCCO2	-5.9	116.7	-6.5	-0.3	8.0
55	Cc1cc(NS(=O)(=O)c2ccc(NC(=O)Nc3ccc4c(c3)OCO4)cc2)no1	-8.9	108.9	-4.3	-1.3	-12.0
56	O=C(Nc1scc(-c2ccc(F)cc2)c1C(=O)O)c1ccco1	-0.6[fluorescence artefact?]	120.3	-0.6[fluorescence artefact?]	2.1	-1.0
57	CCOCCCNC(=O)C(c1ccc(Cl)cc1)N1CCN(C(=O)c2ccco2)CC1 (stereo unspecified)	6.1	120.3	-1.9	3.6	2.0
58	CCOc1ccc(NC(=O)c2ccccc2NC(=O)CN2CCN(C(C)=O)CC2)cc1	5.7[fluorescence artefact?]	103.0	1.2	1.1	5.0

#	CD11b adhes inh	Mac1 fbg enh	PLAP activator	MT1-MMP txn act
46	1.9	-4.3	1	.
47	.	.	1.1	1
48	.	.	.	1
49	-11.9	-5.5	1	.
50	.	.	0.9	1
51	24.3	0.0	1	1.2
52	4.6	-1.2	1	1
53	.	.	.	1.2
54	-8.9	-1.5	1	1.2
55	.	.	.	1.4
56	-19.1	-3.7	1.1	1.2
57	10.7	-5.0	1.5	1
58	.	.	.	1.2
